Screens: PubChem, Southern Research Specialized Biocontainment Screening Center
PhoP GFP inhibition – PhoP regulon inhibitors, Salmonella typhi PhoP promoter GFP reporter, confirmatory (AID 1850). Salmonella Typhi PhoP-promoter GFP reporter, fluorescence, 4 h; higher % means a stronger effect. inhibition, % at 50 µM, or IC50 in µM where a hit was titrated. 0.33% of 310,000 active; in the data active = a potency from the dose series; inconclusive = inhibition mostly from about 25% at the one dose, without a potency; inactive = the rest, 99 in 100 with inhibition below about 19%;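 also: 0% = induced wells with vehicle and 100% = uninduced wells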
M. tuberculosis – growth inhibition of non-replicating M. tuberculosis (AID 488890). Mycobacterium tuberculosis non-replicating, growth inhibition; higher % means a stronger effect. inhibition, % at 25 µM, or IC50 in µM where a hit was titrated. 0.39% of 320,000 active; in the data active = a potency from the dose series; inconclusive = inhibition mostly from about 82% at the one dose, without a potency; inactive = the rest, 99 in 100 with inhibition below about 76%;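 also: plate controls were DMSO cells for no effect and high antibiotic wells for full effect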
influenza NS1A – H1N1 influenza NS1A inhibitors, functional cell based assay (AID 504329). 0.3% of 340,000 active. NS1A functional cell-based assay, percent inhibition; higher % means a stronger effect. inhibition, % at 12.5 µM, or IC50 in µM where a hit was titrated; in the data active = a potency from the dose series; inconclusive = inhibition above about 27% without an active follow-up result; also: strong numbers were not always called active
H37Rv inhibition – M. tuberculosis growth inhibition, HTS (AID 449762) | M. tuberculosis H37Rv growth inhibition, 7H9 media; higher % means a stronger effect | 0.59% of 330,000 active | inhibition, % at 25 µM, or IC50 in µM where a hit was titrated; in the data active = a potency from the dose series; inconclusive = inhibition above about 70% without an active follow-up result;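 also: bacterial growth assessed after seven days of incubation; strong numbers were not always called active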
inhibitors of VEEV – inhibitors of VEEV TC-83 cytopathic effect, confirmation, Vero cells (AID 588727); Vero cells, VEEV TC-83 cytopathic effect inhibition; higher % means a stronger effect; inhibition, % at 20 µM; hits with a dose series show IC50 in µM; 0.13% of 350,000 active; in the data active = a potency from the dose series; inconclusive = inhibition mostly from about 14% at the one dose, without a potency; inactive = the rest, 99 in 100 with inhibition below about 12%; also: strong numbers were not always called active
Active calls of the source: *; i = inactive; ? = inconclusive; . = no result given; & = joins results of further samples. Hits appear at their usual frequency, and some 1.5% of all compounds hit somewhere here.

SMILES	PhoP GFP inhibition	M. tuberculosis	influenza NS1A	H37Rv inhibition	inhibitors of VEEV
COC(=O)c1ccc(C(=O)OC)c(NS(=O)(=O)c2ccc(NC(C)=O)cc2)c1	-3%	13%	-5%	2%	0.9%
O=C(COC(=O)c1cncc(Br)c1)NC1CCCCC1	-1%	46%	-8%	3%	0.7%
c1ccc(-n2nnnc2NC2CCCCCC2)cc1	11%	34%	-12%	13%	i
CS(=O)(=O)c1nc2ccccc2n1Cc1ccccc1	-1%	12%	-33%	1%	i
O=C1/C(=C/c2ccncc2)SC(=S)N1Cc1ccccc1	8%	30%	28%	?	28%
COc1ccccc1C(=O)NCC(c1ccco1)N1CCc2ccccc21 (stereo not given)	-5%	10%	-4%	12%	9.9%
Cc1ccc(S(=O)(=O)NNC(=O)c2ccncc2)cc1	-2%	31%	-5%	-1%	0.1%
COC(=O)c1ccccc1NC(=O)Nc1cc(C)ccn1	-10%	8%	0%	0%	i
COc1ccc(NC(=O)COC(=O)c2ccc(OCc3ccc(Cl)cc3Cl)c(OC)c2)c(OC)c1	-7%	-17%	-6%	-23%	1.3%
CCN1CCN(C(=S)Nc2ccc(Cl)c(Cl)c2)CC1	-7%	-14%	4%	1%	8.4%
CCOCCCNC(=O)C1CCCN(S(=O)(=O)c2ccc(-n3cnnn3)cc2)C1 (stereo not given)	13%	-3%	5%	-7%	0.9%
Cc1ccc(C)c(NC2=C(Cl)C(=O)OC2OC(C)C)c1 (stereo not given)	23%	1%	1%	-3%	0.1%
Cc1ccc(N2CCN(S(=O)(=O)c3ccc4c(c3)n(C)c(=O)c(=O)n4C)CC2C)cc1 (stereo not given)	-1%	-13%	-3%	3%	i
Oc1ccc(C2=Nn3c(nnc3-c3ccco3)SC2)cc1O	-1%	10%	4%	2%	2.3%
Cc1ccc2c(CN3CCN(S(=O)(=O)c4ccccc4C(F)(F)F)CC3)cc(=O)oc2c1	.	26%	7%	0%	7.2%
Cc1nc2nc(C)c(CCC(=O)NCCCN3CCN(c4cccc(Cl)c4)CC3)c(C)n2n1	-7%&-3%	-16%&6%	4%&-5%	-1%&-8%	2.0%&0.9%
CCOC(=O)N1CCN(C(=O)C2CCCN(Cc3nc(-c4ccc(Cl)cc4)oc3C)C2)CC1 (stereo not given)	-2%	35%	2%	-5%	0.9%
N#CCN1CCC(c2cc(-c3ccco3)n[nH]2)CC1	-1%	15%	.	-8%	.
CC(C)(C)c1nn(-c2ccccc2)c2[nH]c(=O)c(CNCc3ccc4c(c3)OCO4)cc12	-15%	39%	-5%	20µM*	i
CCOC(=O)c1ccc2[nH]c3c(c2c1)CCCC3C(=O)OCC (stereo not given)	-5%	64%	14%	?	1.5%

The closing three records of the part above come first, to join the parts.
SMILES	PhoP GFP inhibition	M. tuberculosis	influenza NS1A	H37Rv inhibition	inhibitors of VEEV
N#CCN1CCC(c2cc(-c3ccco3)n[nH]2)CC1	-1%	15%	.	-8%	.
CC(C)(C)c1nn(-c2ccccc2)c2[nH]c(=O)c(CNCc3ccc4c(c3)OCO4)cc12	-15%	39%	-5%	20µM*	i
CCOC(=O)c1ccc2[nH]c3c(c2c1)CCCC3C(=O)OCC (stereo not given)	-5%	64%	14%	?	1.5%
COc1cccc(N2CCN(C3OC(=O)c4ccccc43)CC2)c1 (stereo not given)	-4%	-17%	-17%	-11%	2.2%
O=C(NNS(=O)(=O)c1ccc(Cl)cc1)c1cc(-c2ccccc2)n[nH]1	-12%	1%	-18%	5%	1.0%
COc1ccccc1N1CCN(/N=C/c2cc([N+](=O)[O-])ccc2Cl)CC1	-7%	1%	-9%	-3%	0.1%
Cc1cc(C(=O)N/N=C/c2ccccn2)c2ccccc2n1	0%	7%	7%	-3%	i
O=C(O)/C(=C\c1ccc(Cl)cc1)c1ccc(F)cc1	2%	13%	-7%	4%	0.9%
CC(=O)Nc1ccc(C(=O)CSc2ncn(-c3ccccc3)n2)cc1	-9%	1%	-10%	-6%	7.5%
CC(C)c1nnc(NC(=O)c2cnccn2)s1	1%	33%	-6%	-13%	i
Cc1ccccc1NC(=O)C1CCC(C)(C(=O)O)C1(C)C (stereo not given)	1%	-3%	5%	-1%	i
CN1CCN(c2nc3c(c(=O)[nH]c(=O)n3C)n2CCOc2ccccc2)CC1	-2%	.	-4%	.	1.8%
Cc1c(NC(=O)CN2CCN(c3ccc(O)cc3)CC2)c(=O)n(-c2ccccc2)n1C	-6%	34%	1%	-2%	1.7%
COc1ccc(-c2ccnc3c(C(=O)O)cnn23)cc1	1%	2%	-9%	-3%	6.9%
CC(OC(=O)c1ccc(-n2cnnn2)cc1)C(=O)Nc1ccccc1[N+](=O)[O-] (stereo not given)	.	-3%	-11%	-2%	7.2%
O=C(Nc1ccccc1C(=O)OCc1nnc(-c2ccccc2)o1)c1ccco1	6%	77%	-6%	3%	3.9%
CCc1nnc(NS(=O)(=O)c2ccc(N=Cc3c(C)[nH]n(-c4ccc(C)cc4)c3=O)cc2)s1	16%	73%	-2%	66%	i
Cc1ccc(C)c(N2CCN(C(=O)CN3C(=S)NC(C)(C)CC3C)CC2)c1 (stereo not given)	10%	10%	3%	2%	i
O=C(NC1C=CS(=O)(=O)C1)c1ccccc1 (stereo not given)	6%	-4%	-7%	0%	1.1%
Cc1ccc(CC2CC(=O)N(c3ccc4c(c3)OCCO4)C2=O)cc1 (stereo not given)	2%	8%	1%	4%	3.1%
CC(CCc1ccco1)NC(=O)CCc1nnc2ccc(NCc3ccc(Cl)cc3)nn12 (stereo not given)	-3%	35%	3%	4%	2.2%
COC(=O)CSc1nc(C)cc(Oc2ccccc2)n1	-11%	33%	4%	4%	1.2%
Cc1noc(NS(=O)(=O)c2ccc(NC(=O)c3cc(S(=O)(=O)N(C)c4ccccc4)ccc3Cl)cc2)c1C	.	.	4%	.	0.3%
CCOc1ccccc1NC(=O)COC(=O)c1cc(C)oc1C	.	4%	-12%	8%	4.1%
CC(=O)c1ccc(NC(=S)Nc2cccc(Cl)c2C)cc1	-2%	79%	-6%	8%	1.5%
COc1ccccc1-c1cccc([C@@H]2C[C@H]3[C@H](CON3C)CN2C(=O)CCc2ccccc2)c1	.	.	-11%	.	4.2%
O=C(COC(=O)c1n[nH]c2ccccc12)NC1CCCCC1	.	-6%	-2%	5%	2.5%
COc1ccc(/C=C2/SC(=S)N(CCC(=O)O)C2=O)cc1	-6%	36%	0%	-10%	1.3%
O=C(Nc1nnc(S(=O)(=O)N2CCCCCC2)s1)c1ccc(Br)cc1	-7%	.	-6%	-8%	i
Cc1ccc(N(CC(=O)NCc2ccco2)C(=O)CCC(=O)Nc2ccccn2)c(C)c1	9%	17%	7%	-3%	0.2%
COc1ccc(C)c2sc(NC(=O)CCS(=O)(=O)c3ccccc3)nc12	6%	6µM*	-5%	2%	8.1%
O=C1CC(C(=O)N2CCN(c3ccccc3)CC2)CN1Cc1ccccc1 (stereo not given)	.	0%	-7%	-9%	0.3%
Cc1ccc(S(=O)(=O)N2CCOCC2)cc1C(=O)OCC(=O)NC1CCCC(C)C1C (stereo not given)	.	21%	-7%	-5%	0.7%
COc1ccc(S(=O)(=O)N2CCN(C(=O)c3sccc3-c3ccccc3)CC2)cc1	0%	16%	-4%	-12%	6.3%
COc1ccccc1C(=O)NCCC(=O)N1CCN(c2cccc(C(F)(F)F)c2)CC1	7%	0%	-1%	47%	0.7%
COC(=O)CC1Nc2ccccc2SC1=O (stereo not given)	-8%	-2%	-5%	1%	2.2%
CCN(CC)S(=O)(=O)c1ccc(C(=O)OC2CCCCC2CN(C)C)cc1 (stereo not given)	-14%	7%	1%	4%	i
CCOC(=O)C(NC(=O)Nc1ccccc1)(OCC)C(F)(F)F (stereo not given)	5%	-9%	-3%	-3%	0.4%
CCNC(=O)CSc1nc(-c2ccc(F)cc2)cs1	-2%	49%	-6%	3%	0.1%
CNc1ccccc1C(=O)OC	1%	-5%	0%	-5%	i
CN(c1ccccc1)c1ccc(/C=C(\C#N)c2nnc3n2CCCCC3)cc1[N+](=O)[O-]	6%	19%	17%	33%	?
CCCCCC(=O)N/N=C(\C)c1ccc(Cl)cc1	-3%	-6%	3%	1%	1.6%
O=C(NCc1ccccn1)C1CC(c2ccccc2O)=NO1 (stereo not given)	-6%	-10%	6%	6%	0.7%
O=C(Cc1cccc(NC(=O)C2CCN(C(=O)C3CCCC3)CC2)c1)Nc1cccc(C(=O)N2CCCC2)c1	.	25%	5%	-3%	0.4%
C[C@H](CO)N1C[C@H](C)[C@@H](CN(C)C)Oc2c(NC(=O)Cc3ccccc3)cccc2C1=O	.	-8%	-4%	-6%	0.2%
O=C(CC1C(=O)NCCN1Cc1c(F)cccc1Cl)NCc1ccccc1 (stereo not given)	4%	15%	8%	-3%	0.7%
CCc1cc(C(=O)N/N=C/c2ccc(OC)cc2)c2ccccc2n1	7%	3%	6%	8%	i
NS(=O)(=O)c1ccc(NS(=O)(=O)c2ccc(NC(=S)Nc3ccccc3)cc2)cc1	13%	70%	-1%	-2%	0.3%
Cn1c(=O)c2c(c3ccccc31)OC(=O)CC2c1cccnc1 (stereo not given)	.	.	-8%	.	i
CC(C)C(c1nnnn1Cc1ccco1)N1CCN(C2CCCC2)CC1 (stereo not given)	6%	-11%	-1%	-6%	0.5%
O=S(=O)(c1cnc(Cl)c(Cl)c1)N1CCCc2ccccc21	2%	48%	-2%	11%	0.9%
CN=c1scc(C)n1/N=C/c1ccc(O)cc1	3%	-4%	10%	-4%	6.5%
CCOC(=O)C1(CCCc2ccccc2)CCN(C2CCSCC2)CC1	.	.	-7%	.	i
CCCCCCOC(=O)C1=C(C)NC(=O)NC1c1ccc2c(c1)OCO2 (stereo not given)	-2%	6%	0%	1%	1.5%
COc1cccc(-c2ccc(C#N)c(SCC(=O)NCCc3ccc(Cl)cc3)n2)c1	-10%	-11%	15%	7%	0.6%
CC(=O)N1CCN(C(=O)COC(=O)/C=C/c2ccccc2[N+](=O)[O-])CC1	.	0%	1%	-5%	0.5%
COc1cc(/C=C2/C(=O)NN(c3ccc(Cl)cc3)C2=O)ccc1OC(=O)c1ccco1	-7%	5.1µM*	-3%	?	0.9%
C=CCSc1nnc(NC(=O)C2CSC3(C)CCC(=O)N23)s1 (stereo not given)	-8%	-3%	4%	1%	0.5%
CCOC(=O)c1ccccc1NC(=O)CSc1cccc[n+]1[O-]	-7%	-8%	4%	-5%	i
CCN1C(=O)/C(=C2/Sc3ccccc3N2CCCS(=O)(=O)O)SC1=S	-2%	-7%	0%&6%	3%	1.9%&0.4%
Cc1csc2nc3ccccc3c(=O)n12	6%	-8%	6%	-4%	i

Ordered by molar mass (falling): 15 of the compounds above
SMILES	PhoP GFP inhibition	M. tuberculosis	influenza NS1A	H37Rv inhibition	inhibitors of VEEV
CCc1nnc(NS(=O)(=O)c2ccc(N=Cc3c(C)[nH]n(-c4ccc(C)cc4)c3=O)cc2)s1	16%	73%	-2%	66%	i
NS(=O)(=O)c1ccc(NS(=O)(=O)c2ccc(NC(=S)Nc3ccccc3)cc2)cc1	13%	70%	-1%	-2%	0.3%
COc1cccc(-c2ccc(C#N)c(SCC(=O)NCCc3ccc(Cl)cc3)n2)c1	-10%	-11%	15%	7%	0.6%
CN(c1ccccc1)c1ccc(/C=C(\C#N)c2nnc3n2CCCCC3)cc1[N+](=O)[O-]	6%	19%	17%	33%	?
COc1ccccc1N1CCN(/N=C/c2cc([N+](=O)[O-])ccc2Cl)CC1	-7%	1%	-9%	-3%	0.1%
CCc1cc(C(=O)N/N=C/c2ccc(OC)cc2)c2ccccc2n1	7%	3%	6%	8%	i
COc1ccc(/C=C2/SC(=S)N(CCC(=O)O)C2=O)cc1	-6%	36%	0%	-10%	1.3%
CCOc1ccccc1NC(=O)COC(=O)c1cc(C)oc1C	.	4%	-12%	8%	4.1%
Oc1ccc(C2=Nn3c(nnc3-c3ccco3)SC2)cc1O	-1%	10%	4%	2%	2.3%
O=C(NCc1ccccn1)C1CC(c2ccccc2O)=NO1 (stereo not given)	-6%	-10%	6%	6%	0.7%
Cc1ccc(S(=O)(=O)NNC(=O)c2ccncc2)cc1	-2%	31%	-5%	-1%	0.1%
COC(=O)CSc1nc(C)cc(Oc2ccccc2)n1	-11%	33%	4%	4%	1.2%
N#CCN1CCC(c2cc(-c3ccco3)n[nH]2)CC1	-1%	15%	.	-8%	.
CC(C)c1nnc(NC(=O)c2cnccn2)s1	1%	33%	-6%	-13%	i
CNc1ccccc1C(=O)OC	1%	-5%	0%	-5%	i
